From PubChem BioAssay
SUMO Mot1 rescue: blocks SUMOylation pathway, rescuing yeast Mot1-301 growth | S. cerevisiae Mot1-301 growth rescue, ATP luminescence, 38.5C; percent above DMSO median, 100 means doubled | 320,000 compounds, 1% hits | growth rescue, % at 18.8 µM;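 active means every valid replicate shows activation above 250% relative to neutral control wells; inactive means the rest, any valid replicate at or below 250%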;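 further: OY570 slx delta 5 strain wells were the positive control but not used for scaling; some compounds called inactive have numbers as strong as hits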
Rtt109 Vps75: blocks Candida albicans Rtt109/Vps75 acetyltransferase activity; inhibition, % at 34.9 µM; purified Rtt109/Vps75, ThioGlo CoA-SH fluorescence, 4 h; 330,000 compounds, 0.16% hits;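 active means inhibition of at least 50% in every replicate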
Target sequence (Q5AAJ8 whole entry, looked up): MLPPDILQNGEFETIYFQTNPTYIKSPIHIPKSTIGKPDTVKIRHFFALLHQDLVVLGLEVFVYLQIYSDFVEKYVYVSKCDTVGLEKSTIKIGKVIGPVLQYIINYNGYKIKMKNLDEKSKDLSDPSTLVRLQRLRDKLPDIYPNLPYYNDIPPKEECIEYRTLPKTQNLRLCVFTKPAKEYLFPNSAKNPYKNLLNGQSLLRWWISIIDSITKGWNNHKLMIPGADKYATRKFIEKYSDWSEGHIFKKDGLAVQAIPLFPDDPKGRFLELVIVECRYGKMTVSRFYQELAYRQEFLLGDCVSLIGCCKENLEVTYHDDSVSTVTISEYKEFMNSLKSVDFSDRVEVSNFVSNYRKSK
PvdQ acylase: blocks Pseudomonas aeruginosa PvdQ acylase activity | purified PvdQ acylase, fluorescence plate reader | 340,000 compounds, 0.063% hits | AID 488965 | inhibition, % at 10 µM; in the data active means inhibition above about 30%, passing the limit was not always enough;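 further: 0% = vehicle neutral wells and 100% = reference inhibitor wells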
CDK5 p35 inh: blocks human CDK5/p35 kinase activity; Q00535+Q15078; Recombinant CDK5/p35, ADP-Glo luminescence, 60 min; inhibition, % at 10 µM; 330,000 compounds, 0.01% hits; AID 488839;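 active means highest replicate inhibition of at least 50% and at least 75% of replicates reaching 50%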;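 further: plate controls were DMSO neutral control for no effect and GW8510 at 10 µM for full effect; many of its hits are not listed in these tables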
Target sequence (Q00535 whole entry, looked up): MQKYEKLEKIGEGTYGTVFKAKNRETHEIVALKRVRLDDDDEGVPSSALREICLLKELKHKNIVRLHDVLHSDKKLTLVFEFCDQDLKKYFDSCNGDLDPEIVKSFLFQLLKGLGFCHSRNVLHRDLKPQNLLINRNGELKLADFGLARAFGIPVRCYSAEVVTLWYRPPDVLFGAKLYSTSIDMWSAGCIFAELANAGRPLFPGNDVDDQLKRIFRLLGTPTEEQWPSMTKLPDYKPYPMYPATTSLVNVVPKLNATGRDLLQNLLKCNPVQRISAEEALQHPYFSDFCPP
Target sequence (Q15078 whole entry, looked up): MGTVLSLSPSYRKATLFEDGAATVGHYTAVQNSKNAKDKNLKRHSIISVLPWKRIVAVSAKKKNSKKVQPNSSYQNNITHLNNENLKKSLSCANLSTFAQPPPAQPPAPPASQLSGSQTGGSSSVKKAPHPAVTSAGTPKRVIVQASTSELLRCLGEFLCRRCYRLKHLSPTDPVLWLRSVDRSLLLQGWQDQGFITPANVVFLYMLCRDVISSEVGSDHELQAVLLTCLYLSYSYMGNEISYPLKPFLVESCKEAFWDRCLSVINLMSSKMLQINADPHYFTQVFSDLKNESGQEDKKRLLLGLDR
Cardiac RTF inh: cardiac RTF calcium desensitization | inhibition, % at 7.15 µM | P19429+P45379 | 340,000 compounds, 0.12% hits | IANBD-labeled cardiac RTF, Ca2+ fluorescence;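 active means inhibition above the mean inhibition of all tested compounds plus 3 SD, cut at about 17% in these data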;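 further: assay run at fixed EC70 calcium of 1.6 mM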
C-LANA FP: blocks KSHV LANA C-terminal domain binding to DNA. MBP-C-LANA/FAM-LBS DNA binding, fluorescence polarization. inhibition, % at 9 µM. 340,000 compounds, 0.078% hits. AID 504423;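 active means highest replicate inhibition at or above 60% at 9 µM, even if other replicates fall short; inactive means all replicates below 60% inhibition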;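 further: 0% = neutral control wells and 100% = 4 µM acridine orange control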
NSD2 HMT inh: blocks human histone methyltransferase NSD2; O96028; NSD2 peptide methylation, AlphaScreen, 120 min; inhibition, % at 12.5 µM; 310,000 compounds, 0.54% hits; AID 743445; in the data active means inhibition above about 50%
RTF Ca sens act: cardiac RTF calcium sensitization; P19429+P45379; IANBD-labeled TnC RTF fluorescence at EC20 calcium; 0% EC20 calcium, 100% full calcium; activation, % at 7.2 µM; 340,000 compounds, 0.24% hits; AID 493008;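 active means activation above the mean over all tested compounds plus 3 SD, cut at about 30% in these data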;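 further: rise in fluorescence read as greater calcium sensitivity of cardiac thin filaments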
dFosB act: mouse delta FosB homodimer activation; activation, % at 25 µM; AID 493131; purified delta FosB, TAMRA-CDK5 oligo fluorescence polarization; percent of positive-control signal above neutral wells; P13346; 340,000 compounds, 0.99% hits;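 active means mean activation above about 17%, with every replicate also reaching it, limit read from the data, passing the limit was not always enough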;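 further: fluorescence polarization rise as delta FosB binds a TAMRA Cdk5 AP-1 oligo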
PfHsp90 set2: growth inhibition of yeast expressing Plasmodium Hsp90; S. cerevisiae expressing PfHsp90, BacTiter-Glo ATP, 48 h; yeast lacking PDR1 and PDR3 efflux regulators; inhibition, % at 9.4 µM; 310,000 compounds, 0.32% hits;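 active means every replicate shows inhibition above about 80%, whatever the replicate mean, limit read from the data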;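 further: 0% = DMSO neutral controls and 100% = 20 µM radicicol positive controls; yeast relying on Plasmodium falciparum Hsp90 in place of its own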
Keap1-Nrf2 PPI: disrupts human Keap1 binding to Nrf2 peptide; Q14145; Keap1 Kelch-Nrf2 peptide fluorescence polarization, 1536-well; inhibition, % at 9.4 µM; 340,000 compounds, 0.15% hits; AID 504523; in the data active means inhibition above about 12%;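 further: human Keap1 Kelch domain with fluorescein labeled Nrf2 9mer peptide probe; 0% = neutral control wells and 100% = peptide positive control; higher means more block of Keap1 binding to Nrf2 peptide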
* = called active by the depositor; nt = no result given.

SMILES | SUMO Mot1 rescue | Rtt109 Vps75 | PvdQ acylase | CDK5 p35 inh | Cardiac RTF inh | C-LANA FP | NSD2 HMT inh | RTF Ca sens act | dFosB act | PfHsp90 set2 | Keap1-Nrf2 PPI
CCCCC(=O)NCCc1cc2c(OC)ccc(OC)c2[nH]c1=O | 15 | -4 | -4 | -0.3 | -10 | 0.2 | 0 | -2 | -3 | -2 | 1
NS(=O)(=O)c1ccc(CCNC(=O)c2ccc(NS(=O)(=O)c3ccc4[nH]c(=O)[nH]c4c3)cc2)cc1 | -17 | 3 | -4 | -0.1 | 0 | -3.1 | 3 | 3 | 11 | 14 | 2
Cc1ccc(C(=O)NCCOc2ccc(Cl)cc2)cc1 | 2 | nt | -14 | -0.9 | -15 | 2.8 | -4 | 5 | -3 | 3 | -7
CC(C)=CCc1c(O)ccc(C(=O)Cc2ccccc2)c1O | 1 | -9 | 12 | 0.6 | -1 | -0.3 | -4 | -6 | -8 | -9 | 4
CC(NS(=O)(=O)c1cc2c3c(c1)CCC(=O)N3CCC2)c1ccccc1 (stereo not given) | 10 | -5 | -18 | 0.5 | -4 | 4.0 | 0 | 0 | -1 | 25 | -5
CCOc1ccc(S(=O)(=O)N2CCN(c3ccc(C)cc3C)CC2)cc1 | -15 | 4 | -17 | -2.7 | -3 | -0.2 | nt | 2 | -8 | -10 | 2
COc1ccc(NC(=O)c2cc(-c3ccc(C)cc3O)n[nH]2)c(OC)c1 | 28 | -11 | -9 | 0.9 | -6 | -26 | -2 | -4 | -24 | 22 | -1
Fc1ccccc1Cn1c2[n+](c3ccc(C(F)(F)F)cc31)CCCCC2 | 0 | 16 | 5 | 0.2 | -4 | 3.2 | 1 | 0 | 4 | 3 | -6
CN(C)c1ccc(N=Nc2ccccc2C(=O)OCC(=O)N2CCCCCC2)cc1 | 7 | -3 | -8 | -1.8 | 8 | 0.4 | 29 | -3 | -14 | 7 | -1
Cn1cc(S(=O)(=O)NC(c2ccccc2)c2ccccc2)c(=O)n(C)c1=O | -5 | -15 | -14 | -4.0 | -13 | -0.4 | 15 | 3 | 5 | 15 | -3
COc1ccc(NC(=O)Cn2nnc(-c3ccccc3NC(=O)c3cccs3)n2)cc1 | -9 | 0 | -14 | 0.5 | 3 | 0.5 | -2 | 10 | -2 | 5 | -5
CNCc1ccccc1OCC(=O)Nc1ccccc1 | 10 | 9 | 4 | 0.4 | -4 | -1.4 | 40 | 5 | 3 | -5 | 2
CCOc1ccc(/C=C/C2=CC(C)(C)NC(=S)N2)cc1 | -4 | nt | -17 | -0.8 | 2 | -1.2 | 0 | -5 | -11 | -20 | -2
Cc1ccc2nsnc2c1NC(=O)c1cccnc1Cl | -5 | 22 | 6 | 0.0 | 5 | 1.6 | -2 | 2 | -6 | 10 | -1
CC1(C)OC(=O)C(=CNCC(=O)NCC(=O)O)C(=O)O1 | 176 | -7 | 11 | 0.9 | -3 | -0.6 | -3 | 2 | -8 | -7 | -3

In the list so far, three have an aryl methoxy group:
SMILES | SUMO Mot1 rescue | Rtt109 Vps75 | PvdQ acylase | CDK5 p35 inh | Cardiac RTF inh | C-LANA FP | NSD2 HMT inh | RTF Ca sens act | dFosB act | PfHsp90 set2 | Keap1-Nrf2 PPI
CCCCC(=O)NCCc1cc2c(OC)ccc(OC)c2[nH]c1=O | 15 | -4 | -4 | -0.3 | -10 | 0.2 | 0 | -2 | -3 | -2 | 1
COc1ccc(NC(=O)c2cc(-c3ccc(C)cc3O)n[nH]2)c(OC)c1 | 28 | -11 | -9 | 0.9 | -6 | -26 | -2 | -4 | -24 | 22 | -1
COc1ccc(NC(=O)Cn2nnc(-c3ccccc3NC(=O)c3cccs3)n2)cc1 | -9 | 0 | -14 | 0.5 | 3 | 0.5 | -2 | 10 | -2 | 5 | -5

Just CDK5 p35 inh, for 2 of the compounds above:
SMILES | CDK5 p35 inh
CC(NS(=O)(=O)c1cc2c3c(c1)CCC(=O)N3CCC2)c1ccccc1 (stereo not given) | 0.5
CCCCC(=O)NCCc1cc2c(OC)ccc(OC)c2[nH]c1=O | -0.3

The list goes on:
SMILES | SUMO Mot1 rescue | Rtt109 Vps75 | PvdQ acylase | CDK5 p35 inh | Cardiac RTF inh | C-LANA FP | NSD2 HMT inh | RTF Ca sens act | dFosB act | PfHsp90 set2 | Keap1-Nrf2 PPI
CCOc1ccc(NC(=O)N2CCN(C(=O)c3ccco3)CC2)cc1 | -2 | 11 | 1 | 0.6 | -4 | 1.7 | -2 | -2 | 0 | nt | -2
CC(C)=C(NC(=O)c1ccccc1)C(=O)N/N=C/c1ccc(O)cc1 | -7 | 7 | 9 | 1.3 | -12 | 1.6 | -2 | 3 | -1 | 6 | 2
CC(=O)c1ccc2c(c1)N(CCCN1CCC(CCO)CC1)c1ccccc1S2 | 14 | 11 | -2 | 1.2 | 0 | 0.6 | nt | 2 | 8 | -4 | -1
O=C(COC(=O)c1ccco1)c1ccccc1 | -21 | 3 | -4 | 0.1 | -3 | -1.8 | -1 | -5 | -1 | -22 | -4
CCOC(=O)C(=O)/C(C#N)=C/Nc1ccc(Cl)cc1 | -8 | 2 | 0 | -0.9 | -2 | 0.5 | -1 | -1 | -1 | -1 | 2
CCOC(=O)Cc1csc(NC(=S)NC(=O)C(C)(C)C)n1 | -22 | -7 | -20 | nt | -2 | 0.4 | 0 | 5 | -1 | -7 | -2
Cn1c(SCC(=O)NCc2ccc(F)cc2)ncc(C(=O)Nc2ccccc2)c1=O | 12 | -2 | -25 | -3.3 | -26 | -1.2 | -2 | -8 | -1 | -30 | -6
CCN(CC)C(=O)c1cnn(-c2ccccc2)c1NC(=O)c1ccccc1F | -8 | -2 | -10 | 0.6 | 4 | 0.9 | -3 | 1 | -5 | -18 | -6
COc1ccc(C(=O)Nc2ccc3c(c2)OCCO3)cc1[N+](=O)[O-] | 6 | -18 | -8 | 0.3 | 6 | 0.3 | -2 | 4 | -7 | 14 | -2
O=C(CCN1C(=O)c2ccccc2C1=O)Nc1ccccc1C(F)(F)F | -15 | 14 | -19 | -1.1 | -9 | 1.2 | 0 | -5 | -17 | 19 | -1
O=C(COc1ccc(Br)cc1)N1CCN(S(=O)(=O)/C=C/c2ccccc2)CC1 | -33 | -11 | -3 | nt | -14 | -0.2 | 1 | -6 | -3 | 6 | 1
COc1cc(CNC(C)c2ccccc2)cc(Br)c1OCc1ccccc1 (stereo not given) | -9 | -11 | 11 | 2.5 | -5 | -0.2 | -7 | -9 | 4 | 0 | 2
CCOc1ccc(NC(=O)C(CC)NC(=O)c2ccccc2CO)cc1 (stereo not given) | 166 | -2 | 2 | -0.6 | -4 | -0.6 | -1 | -2 | -1 | -144 | 4
Cn1ncc(Br)c1C(=O)Nc1ccc(Cl)cn1 | 10 | -9 | -3 | -1.2 | -14 | 2.1 | -4 | -2 | 3 | -15 | -5
O=C(Cn1cnc2ccccc2c1=O)c1ccc(Br)cc1 | -26 | -12 | 3 | -1.3 | -4 | 0.9 | -7 | 17 | -8 | -2 | -3
CCOc1cc(N2CCOCC2)c(OCC)cc1NC(=O)CSc1cccc[n+]1[O-] | 1 | -3 | -3 | -0.3 | -3 | 0.7 | 5 | 0 | -7 | -11 | 0
CCn1c(SCC(=O)Nc2nc3ccc(C)cc3s2)nc2c(c1=O)SC(C)C2 (stereo not given) | 11 | -15 | -10 | -0.8 | -5 | 0.2 | nt | -4 | -2 | -49 | 3
O=C(COC(=O)C1CCCC1)Nc1cccc(Cl)c1Cl | 41 | nt | 0 | 0.3 | -8 | 1.1 | -7 | 1 | -3 | -10 | 2
COc1cccc(/C=C2/C(=O)NN(c3ccc(F)cc3)C2=O)c1 | 26 | -2 | -9 | -5.7 | -5 | 1.5 | 19 | 2 | 0 | 12 | -4
COCCNC(=S)N1CCN(Cc2ccc3c(c2)OCO3)CC1 | 1 | 36 | 7 | -0.2 | -7 | -0.4 | -6 | 3 | 1 | 2 | -2
CC(=O)c1c(C)n(C)c2ccc(OC(=O)c3ccco3)cc12 | -23 | -3 | 6 | 0.3 | -4 | -0.8 | 3 | -2 | -11 | -27 | 0
O=C(c1sc2cccc(Cl)c2c1Cl)N1CCN(CCc2ccccn2)CC1 | 135 | 0 | 0 | 0.8 | -3 | 0.4 | 5 | 4 | -10 | 1 | 4
O=S(=O)(NCC1CCCO1)c1cccc(C(F)(F)F)c1 (stereo not given) | -15 | -4 | -7 | -0.1 | 1 | 0.8 | -2 | 11 | 0 | -19 | -4
Cc1cc(C)cc(NC(=O)NN2C(C)CCCC2C)c1 (stereo not given) | 11 | 1 | -6 | -0.1 | -15 | 0.8 | 23 | 4 | -7 | 0 | 1
COCCNC(=O)COC(=O)/C=C/c1cnc2ccccc2n1 | 3 | 0 | -10 | 0.7 | -5 | 0.3 | 0 | -4 | -4 | -9 | -5
CCOCCn1c(CN2CCN(c3ccccc3)CC2)nc2c1c(=O)n(C)c(=O)n2C | -5 | -1 | -14 | -1.6 | -5 | -0.2 | 0 | 3 | -8 | -5 | -5
N#CCCC12CCCCC1=Nc1ccccc12 (stereo not given) | -37 | -7 | -3 | -0.8 | -14 | 1.8 | 0 | 11 | 0 | nt | 4
COC(=O)C1=C[C@@H](C(=O)OC)[C@@H]2C3=C(C(=O)[C@@]2(C)NC(=O)c2ccccc2)[C@H](C)C(C(=O)OC)=C(C(=O)OC)[C@@H]3C1 | 8 | -8 | -3 | 1.2 | -2 | 2.6 | nt | -1 | -5 | -1 | -2
CCCOC(=O)c1ccc(NC(=O)CC(C)(C)C)cc1 | nt | nt | 3 | -1.0 | -6 | -0.4 | -3 | 6 | -10 | -9 | -3
Cc1cccc(NC(=O)CN2C(=O)N/C(=C/c3cc(C)n(C)c3C)C2=O)c1 | nt | -9 | -18 | -1.7 | -5 | -0.3 | 0 | 5 | 0 | -50 | -1
COc1cccc(NC(=O)Nc2cc(C)ccc2F)c1 | 1 | -3 | -14 | 0.0 | -11 | 1.6 | 7 | 4 | 4 | 16 | 2
CCN(CC)c1nc2ccccc2nc1C(C#N)C(=O)NCCc1ccccc1 (stereo not given) | 7 | -22 | -5 | -1.3 | -27 | 2.2 | -2 | 66* | -1 | 6 | -1
O=C(NC1CCCc2ccccc21)C1CCC(CNS(=O)(=O)c2cccc3nsnc23)CC1 (stereo not given) | -2 | 5 | 2 | -0.3 | -4 | 1.2 | nt | 1 | 13 | 15 | 0
CCCCCCCc1ccc(-c2ccc(O)cc2)nc1 | 60 | 2 | 7 | 1.2 | 0 | 0.6 | 7 | 0 | 1 | -12 | 4
COC(=O)CCC(=O)c1oc2ccccc2c1NC(=O)CCCN1C(=O)c2ccccc2C1=O | -3 | -1 | -12 | -0.4 | 3 | -0.3 | -2 | 0 | -2 | 0 | -7
COc1ccccc1CNC(=O)C(C)Oc1ccccc1 (stereo not given) | -22 | 1 | -10 | -1.8 | -6 | -7.7 | -5 | 6 | -8 | 5 | 1
O=C(Nc1ccc(F)cc1)c1ccc2c(c1)S(=O)(=O)N=C1CCCCCN12 | 53 | -2 | -6 | -0.6 | -6 | -0.4 | -2 | -6 | 0 | 11 | -3
